Screening data from PubChem.
Insulin prom inh: TRM-6 insulin promoter activity inhibition; 130,000 compounds, 0.9% hits; TRM-6 cells (human fetal islet line), insulin promoter-eGFP reporter, imaging; reporter expression induced with tamoxifen; inhibition, % at 2 µM;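 active = inhibition above the mean plus 3 SD, with well images judged a real hit on visual review, cut at about 60% in these data, passing the limit was not always enough; inconclusive = inhibition over the cutoff but images rejected on review; inactive = inhibition not above the cutoff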
SDO1 yeast rescue: restores growth of sdo1-depleted yeast. S. cerevisiae sdo1-depleted JHY4D growth rescue, OD600 30 h; hits give high values; pdr5 snq2 efflux-pump mutant strain. z-score at 10 µM. 140,000 compounds, 0.21% hits. AID 817;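 active = z-score above 3 at both the 24 hr and the 30 hr optical density reads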;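 note: z-score against mean and SD of all compound wells on the same plate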
SDO1 yeast rescue Rescue 24 h: recorded beside SDO1 yeast rescue, whose call it bears; z-score; S. cerevisiae sdo1-depleted JHY4D growth rescue, OD600; measured here: growth rescue at 24 h;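 0 is the plate mean of compound wells and units are plate SD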
Active calls of the source: *; ? = inconclusive; . = not tested or not shown; & = joins results of further samples. These rows are one share of the data. The share of hits here may be higher or lower than overall.

entry	mol	Insulin prom inh	SDO1 yeast rescue	SDO1 yeast rescue Rescue 24 h
1	O=C(C1CCC(=O)N1Cc1ccccc1Cl)N1CCC2(CC1)OCCO2 (stereo not drawn)	-22.6	0.66	0.38
2	O=c1c2ccccc2[nH]c(=S)n1-c1ccc2c(c1)OCO2	.	-0.09&-1.24	-0.4&-1.3
3	Cc1c(/C=N/O)c2ccccc2n1C	6.2	0.74	0.9
4	O=C(NC(c1ccc(Cl)cc1)P(=O)(Oc1ccccc1)Oc1ccccc1)OCc1ccccc1 (stereo not drawn)	-26.3	-0.75	1.8
5	O=c1cccc2n1CC1CC2CN(Cc2cccc(Cl)c2Cl)C1 (stereo not drawn)	.	-1.32	-0.93
6	Cc1cc(N2C(=O)C3CCCN3C2c2cccc(Cl)c2)no1 (stereo not drawn)	-38.1	0.19	0.24
7	N#CCCn1cc(C(=O)Nc2ccccc2Cl)c(-c2ccc([N+](=O)[O-])cc2)n1	-26.7	0.21	0.76
8	CCOc1ccc(-n2c(-c3ccoc3)nc3ccccc3c2=O)cc1	-4.3	-0.81	-0.97
9	Cc1ccc2c(c1)C1CN(C)CCC1N2C(=O)Cn1nnc(-c2ccccc2F)n1 (stereo not drawn)	.	0.36	0.14
10	COc1ccc2[nH]c(C)c(CCN3CCC(=O)C(C)C3C)c2c1 (stereo not drawn)	.	0.6	-0.21
11	COC(=O)OCC12CCC(O1)C1(C)C(=O)OCC21 (stereo not drawn)	11.8	0.3	-0.8
12	CC(C(=O)c1c[nH]c2ccccc12)N1CCSCC1 (stereo not drawn)	2.3	0.39	-0.89
13	Nc1ccccc1C(=O)OC1CSC1	16.2	1.64	2.66
14	Cc1sc2c(c1C)C(c1ccc(C(C)(C)C)cc1)=NCC(=O)N2CC(=O)Nc1nccs1	-47.8	-2.06	-1.06
15	CCCN(CC#CCO)CCC	-92.0	0.59	0.67
16	CCOc1ccc(N=Cc2c(O)n(C(C)(C)C)c(=O)[nH]c2=O)cc1	-50.0	-0.26	0.41
17	CC(C)N(CCC(C(N)=O)(c1ccccc1)c1ccccn1)C(C)C (stereo not drawn)	54.5	0.01	-1.02
18	CN1C(=O)/C(=C/c2ccc(N3CCCCCC3)o2)C(=O)NC1=S	42.9	-0.43	-1.52
19	Cc1ccc(-c2nc3ccccc3c(=O)n2-c2ccc(Br)cn2)cc1	-76.5	.	.
20	COc1ccc(-c2cc(=Nc3ccccc3)c3cc(C)ccc3o2)cc1	40.0	-1.43	-1.37
21	CCCCn1c(O)c(C(CC)=NCCN2CCCCC2)c(=O)[nH]c1=O	-7.1	0.88	0.79
22	COc1ccccc1N=C1SCCCN1C	28.1	0.19	-0.23
23	N=C1c2ccccc2CN1NC(=O)c1ccccc1	43.8	0.56	-0.36
24	O=c1oc2ccccc2c(O)c1C(c1ccc([N+](=O)[O-])cc1)c1c(O)c2ccccc2oc1=O	-38.9	.	.
25	CCOC(=O)C1=C(N)OC2=C(C(=O)CCC2)C12C(=O)N(CC(N)=O)c1ccccc12 (stereo not drawn)	25.7	0.45	0.81
26	COc1ccc(Cc2nccc3cc(OC)c(OC)cc23)cc1OC	-54.5	0.61	0.74
27	COc1ccccc1CN1CCN(C(=O)COc2ccccc2)CC1	-19.1	2.78	2.25
28	CC(N=Cc1c(O)[nH]c(=O)[nH]c1=O)c1ccccc1 (stereo not drawn)	.	0.92	0.91
29	CCOC(=O)C1C(=O)N(C)C2(C)CC1c1cc(OC)ccc1O2 (stereo not drawn)	.	-0.59	-1.12
30	O=C(C[N+]12CCC(CC1)C(CO)C2)c1ccc([N+](=O)[O-])cc1 (stereo not drawn)	-47.1	.	.
31	O=C(C1CCCO1)N1CCC2(CC1)OCCO2 (stereo not drawn)	-6.2	1.03	0.79
32	CN1CC=C2C(C#N)=C(N)C(C#N)(C#N)C(c3ccncc3)C2C1 (stereo not drawn)	-384.2	0.13	-0.88
33	O=C(c1cc(C(=O)NCc2ccccc2)c(=O)n(Cc2ccccc2)c1)c1cc(Cl)ccc1O	-46.1	-1.25	-0.64
34	Cc1nn(Cc2ccccc2Cl)c(Cl)c1C(=O)OCC(=O)NCc1ccco1	10.5	-1.11	-0.69
35	COCCOC(=O)C1=C(N)OC(C)=C(C(=O)OC)C12C(=O)Nc1ccccc12 (stereo not drawn)	53.6	0.28	-0.65
36	NCC(CC(=O)O)c1ccc(Cl)cc1 (stereo not drawn)	10.0	1.76	1.82
37	CCN(CC)CCCNC(=O)c1c(O)c2ccccc2n(Cc2ccccc2)c1=O	-5.3	0.64	0.75
38	O=C1NC(=S)N(c2ccc(F)cc2)C(=O)/C1=C\c1ccoc1	40.0	.	.
39	COc1cc(/C=N/NC(=O)Cn2c([N+](=O)[O-])cnc2C)ccc1OC(=O)N(C)C	3.3	0.74	1.26
40	COc1cc2c(cc1OC)C(C(=O)NCCC(C)C)C1CCCCN1C2=O (stereo not drawn)	50.0	0.77	0.22

Compound profiles, from the list above.
Results for CCOC(=O)C1C(=O)N(C)C2(C)CC1c1cc(OC)ccc1O2 (stereo not drawn) : Insulin prom inh: .; SDO1 yeast rescue: -0.59; SDO1 yeast rescue Rescue 24 h: -1.12
Results for O=C(C1CCCO1)N1CCC2(CC1)OCCO2 (stereo not drawn) : Insulin prom inh: -6.2; SDO1 yeast rescue: 1.03; SDO1 yeast rescue Rescue 24 h: 0.79

Following part:
entry	mol	Insulin prom inh	SDO1 yeast rescue	SDO1 yeast rescue Rescue 24 h
41	Fc1ccc2c(c1)nnn2C1CCN(Cc2c(Cl)cccc2Cl)CC1	-113.3	-1.26	-0.84
42	CC(=O)N1CN2CN(C(C)=O)CC(C(=O)c3ccc(Br)cc3)(C2)C1	53.9	0.16	-0.42
43	Cn1c(O)c(C(=O)c2ccccc2F)c(=O)n(C)c1=O	28.6	-0.53	0.2
44	N=Cc1c(O)n(-c2ccc(C34CC5CC(CC(C5)C3)C4)cc2)c(=O)[nH]c1=O	.	-0.85	-0.18
45	O=c1[nH]c(N2CCN(Cc3ccc4c(c3)OCO4)CC2)nc2c1CCC2	-37.1	1.16	1.72
46	CN1CCc2c(C#N)c(Cl)nc(Cl)c2C1	.	1.76	2.27
47	COc1ccc(CCn2c(O)c(C=NCCCO)c(=O)[nH]c2=O)cc1OC	.	0.22	0.18
48	O=C1C2CCCN2C(c2ccncc2)N1c1ccc(Cl)c(Cl)c1 (stereo not drawn)	.	0.09	-1.23
49	CC(NCc1cccc(Cl)c1Cl)C(O)c1ccccc1 (stereo not drawn)	.	0.34	-0.6
50	O=C(CN1CCCC1=O)Nc1ccccc1	0.0	-0.07	-0.22
51	O=C(NCC(c1cccnc1)N1CCN(c2ccccc2)CC1)Oc1ccccc1 (stereo not drawn)	38.1	-2.31	-1.92
52	CCOC(=O)C1=C(N)Oc2cc(C)oc(=O)c2C12C(=O)N1c3c(cccc32)C(C)=CC1(C)C (stereo not drawn)	40.0	-1.09	-0.66
53	S=C1CN=C(c2ccccc2)c2cc(Cl)ccc2N1	0.0	-1.71	-1.63
54	Cc1cccc(N2C(=O)NC(=O)/C(=C/c3cc4c(cc3[N+](=O)[O-])OCO4)C2=O)c1	5.0	.	.
55	CC12CCCCC1=NC(c1ccc(Br)cc1)N2O (stereo not drawn)	32.1	0.33	0.62
56	Fc1ccccc1CCNCc1ccccc1	15.4	-0.46	-0.64
57	COC(=O)[C@@H]1C[C@H]1[C@@H](NP(=O)(c1ccccc1)c1ccccc1)c1ccccc1	-28.6	-0.07	-0.06
58	c1ccc(CCn2nnnc2CN2CCC(n3nnc4ccccc43)CC2)cc1	34.4	-0.5	-0.42
59	Cc1cccc(C(=O)NC(Oc2ccccc2)C(Cl)(Cl)Cl)c1 (stereo not drawn)	-54.8	0.29	0.97
60	O=C(CN1CC(c2ccccc2)CC1=O)Nc1ccccc1 (stereo not drawn)	.	1.63	1.81
61	O=C(/C=C/c1ccccc1)c1c(O)n(CCc2ccccc2)c(=O)[nH]c1=O	.	-2.02	-1.58
62	CC1(C)CC(=O)C(C=NCCN2CCN(C(=O)Cc3ccc(F)cc3)CC2)=C(O)C1	.	-0.45	-0.58
63	Cc1ccccc1C1=NCC(=O)N(CC(=O)NCc2ccco2)c2sc3c(c21)CCCC3	16.1	-0.86	-0.52
64	COc1ccc(C2(C#N)CC[N+](C)(C)CC2)cc1	.	0.71	0.92
65	CC(C)c1ccc(N2C(=O)NC(=O)/C(=C/c3cnc(-c4ccccc4)nc3)C2=O)cc1	.	1.26	1.44
66	O=c1[nH]c2c(c(=O)n1C1CCCCC1)CCC2	31.2	0.1	0.05
67	OC1/C(=C/c2ccccc2F)N2CCC1CC2 (stereo not drawn)	-25.0	.	.
68	CCOc1cc2[nH]c(=S)n(CCCC(=O)N3CCC4(CC3)OCCO4)c(=O)c2cc1OCC	-120.0	-0.87	-1.1
69	CCc1ccc(CN2CCN(Cc3ccc(SC)cc3)CC2)cc1	50.0	.	.
70	COc1ccc(CCN(C)Cc2ccc(F)cc2F)cc1OC	-2.8	0.66	0.62

Exported with each value named: part of the list above
[65] CC(C)c1ccc(N2C(=O)NC(=O)/C(=C/c3cnc(-c4ccccc4)nc3)C2=O)cc1
  Insulin prom inh = .; SDO1 yeast rescue = 1.26; SDO1 yeast rescue Rescue 24 h = 1.44
[66] O=c1[nH]c2c(c(=O)n1C1CCCCC1)CCC2
  Insulin prom inh = 31.2; SDO1 yeast rescue = 0.1; SDO1 yeast rescue Rescue 24 h = 0.05
[67] OC1/C(=C/c2ccccc2F)N2CCC1CC2 (stereo not drawn)
  Insulin prom inh = -25.0; SDO1 yeast rescue = .; SDO1 yeast rescue Rescue 24 h = .

New compounds follow
entry	mol	Insulin prom inh	SDO1 yeast rescue	SDO1 yeast rescue Rescue 24 h
71	CC(C)(C)NCC(O)c1cc(Cl)c(N)c(Cl)c1 (stereo not drawn)	0.0	-0.52	-0.32
72	CCN1CCN(Cc2ccc(C)cc2)CC1	-39.3	1.88	1.38
73	Cc1ccc(Cc2c(C)nc3nc(SCC(=O)N4CCC5(CC4)OCCO5)nn3c2C)cc1	-125.0	0.02	-0.21
74	CCOC(=O)c1c(/N=C/c2c(O)n(-c3ccc(F)cc3)c(=S)[nH]c2=O)sc2c1CCCC2	26.8	0.03	0.05
75	C=CCN1C(=O)/C(=C/c2ccc(N3CCOCC3)o2)C(=O)NC1=S	-3.1	0.46	0.06
76	Cc1cc(OCC(=O)O)c2c3c(c(=O)oc2c1)CCCC3	-453.9	-0.11	-0.66
77	N#CCCn1cc(C=C2C(=O)NC(=O)NC2=O)c(-c2ccccc2)n1	-9.1	.	.
78	CCCCOC(=O)C1=C(N)OC2=C(C(=O)CCC2)[C@]12C(=O)Nc1ccccc12	-118.2	0.14	0.21
79	CCN(CC)CCN=Cc1c(O)n(Cc2ccccc2)c(=O)[nH]c1=O	22.2	0.34	0.78
80	O=C1NC(=O)C(CCc2ccncc2)(CCc2ccncc2)C(=O)N1CCc1ccc(F)cc1	9.1	.	.
81	COc1ccc(C2SCC(=O)Nc3c2c(=O)[nH]n3C2CCCCCC2)cc1OC (stereo not drawn)	-3.6	0.07	-0.44
82	C=CCN1C(=O)NC(=O)C(CCc2ccncc2)(CCc2ccncc2)C1=O	-46.1	.	.
83	C=Cn1ccnc1P(=S)(c1ccccc1)c1nccn1C=C	8.3	.	.
84	Cn1c(O)c(C=NC2CC(C)(C)NC(C)(C)C2)c(=O)n(C)c1=O	.	-0.75	-0.34
85	CCN(CC)P(=O)(NC(=O)C(Cl)(Cl)Cl)N(CC)CC.[Cl-].[Cl-].[Cl-].[Nd+3]	-54.2	-0.59	-0.55
86	Cn1cccc1CN1CCN(C(=O)COc2ccccc2)CC1	-27.3	-0.48	-0.78
87	Cc1onc(-c2ccccc2)c1C(=O)N1CCC2(CC1)OCCO2	58.3	0.01	0.77
88	CCOC(=O)C1C(=O)N(C)C2(C)CC1c1ccccc1O2 (stereo not drawn)	.	2&0.71	1.63&0.89
89	C/C(=C\c1ccc(N(C)C)cc1)[N+](=O)[O-]	.	-0.82	-0.59
90	Cc1c(C(=O)N2CCC3(CC2)OCCO3)sc2ncnc(N(C)c3ccccc3)c12	50.0	-0.55	-0.6
91	CN1C2C=C(N(C(=O)c3ccc(Cl)cc3)c3ccccc3)CC1CC2 (stereo not drawn)	25.0	-0.61	-0.93
92	CCSc1cc(C2C(C#N)=C(N)Oc3n[nH]c(C)c32)c(C)o1 (stereo not drawn)	6.2	-0.73	-1.03
93	O=P(O)(O)Cc1ccccc1OP(=O)(c1ccccc1)c1ccccc1	0.0	-0.02	-1.23
94	COc1ccc(CN2CCCCC2c2cccnc2)cc1C (stereo not drawn)	.	0.12	-0.73
95	O=C1NC(=O)N(c2ccccc2)C(=O)/C1=C/c1ccc2c(c1)Cc1ccccc1-2	-10.0	.	.
96	CCOP(=O)(OCC)C(NC(=O)c1ccccc1Cl)=C(Cl)Cl	28.6	0.76	0.88
97	CN(C)CCNC(=O)c1cccn(Cc2cc(C(F)(F)F)cc(C(F)(F)F)c2)c1=O	46.1	.	.
98	COc1ccc(OC)c(N2C(=O)NC(=O)C(CCc3ccncc3)(CCc3ccncc3)C2=O)c1	18.8	-0.24	-0.84
99	N/C(=N/[N+](=O)[O-])N1CCN(C(=O)c2ccc(Cl)cc2)CC1	?	.	.
100	O=C(O)CCn1cc(C=C2C(=O)NC(=O)NC2=O)c(-c2ccc(Br)cc2)n1	10.8	0.92	1.22
101	CC(C)N1C(=O)NC(=O)C2(Cc3cc([N+](=O)[O-])ccc3N(C)C2c2ccccc2)C1=O (stereo not drawn)	-80.7	-0.16	-0.09
